Assay outcomes (PubChem)
DUSP3 inh: inhibitors of human VHR1 phosphatase (DUSP3) | AID 1654 | hit rate 0.52% among 290,000 | inhibition, % at 13.3 µM | recombinant VHR phosphatase, pNPP absorbance | P51452; in the data active = inhibition above about 50%; note: some compounds called inactive have numbers as strong as hits
Target sequence (P51452 whole entry, looked up): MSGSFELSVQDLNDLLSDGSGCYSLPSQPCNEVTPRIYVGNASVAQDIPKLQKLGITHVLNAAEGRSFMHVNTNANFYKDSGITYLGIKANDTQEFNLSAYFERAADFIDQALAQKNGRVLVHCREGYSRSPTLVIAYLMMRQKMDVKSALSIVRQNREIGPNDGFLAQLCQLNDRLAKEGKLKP
PriA SSB inh: blocks PriA binding to SSB C-terminal tail | AlphaScreen SSBct-PriA binding, biotinylated peptide | inhibition, % at 33 µM | hit rate 0.6% among 430,000; in the data active = inhibition mostly above about 37%, no sharp cut-off; inactive = mostly below about 20%;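 note: plate controls were negative control peptide for no effect and reference peptide for full effect; strong numbers were not always called active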
TcdB GH inh: blocks C. difficile toxin B glycohydrolase activity. inhibition, % at 9.99 µM. hit rate 0.24% among 350,000. TcdB glycohydrolase enzymatic assay, plate reader. P18177; in the data active = inhibition above about 10%
Y pestis TopoI: inhibitors of Yersinia pestis topoisomerase I. AID 504884. activity, % at 10 µM. Y. pestis Topo-I cleavage product accumulation, plate reader. hit rate 0.064% among 360,000; in the data active = activity above about 50%, passing the limit was not always enough; inconclusive = no clear call, values can overlap the other calls; note: inactives centre near 2
Anthrax LF inh2: blocks Bacillus anthracis lethal factor protease; P15917; multiplex microsphere protease cleavage assay, LF; inhibition, % at 10 µM; hit rate 0.12% among 360,000; AID 588501; note: plate controls were buffer without enzyme for full effect and enzyme alone for no effect
Target sequence (P15917 whole entry, looked up): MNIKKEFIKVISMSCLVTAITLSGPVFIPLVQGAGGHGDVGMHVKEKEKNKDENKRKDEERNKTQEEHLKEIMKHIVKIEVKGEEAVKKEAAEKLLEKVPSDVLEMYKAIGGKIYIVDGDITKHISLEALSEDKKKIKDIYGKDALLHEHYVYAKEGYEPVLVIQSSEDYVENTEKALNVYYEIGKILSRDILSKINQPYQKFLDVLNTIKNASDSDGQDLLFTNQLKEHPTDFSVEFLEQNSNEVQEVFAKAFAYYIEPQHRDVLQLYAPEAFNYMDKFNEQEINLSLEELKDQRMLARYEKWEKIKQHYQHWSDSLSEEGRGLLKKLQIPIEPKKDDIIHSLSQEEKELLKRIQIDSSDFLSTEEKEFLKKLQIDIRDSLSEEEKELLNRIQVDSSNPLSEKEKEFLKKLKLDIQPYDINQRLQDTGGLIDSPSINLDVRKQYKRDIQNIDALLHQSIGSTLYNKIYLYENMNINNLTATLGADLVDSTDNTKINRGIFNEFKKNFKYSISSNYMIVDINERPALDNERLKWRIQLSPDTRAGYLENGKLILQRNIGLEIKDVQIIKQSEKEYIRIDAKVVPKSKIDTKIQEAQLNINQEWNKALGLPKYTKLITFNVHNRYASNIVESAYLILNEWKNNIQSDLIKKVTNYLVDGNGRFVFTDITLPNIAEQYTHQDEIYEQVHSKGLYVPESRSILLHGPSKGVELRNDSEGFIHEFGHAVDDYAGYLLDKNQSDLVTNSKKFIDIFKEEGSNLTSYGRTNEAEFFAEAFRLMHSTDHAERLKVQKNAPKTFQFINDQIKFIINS
3CLpro inhibitor: SARS-CoV 3CLpro protease inhibition; P0C6X7; recombinant SARS-CoV 3CLpro, quenched FRET peptide cleavage; inhibition, % at 6 µM; hit rate 0.14% among 290,000; AID 1706; in the data active = inhibition above about 12%
PfHsp40 rescue: rescue of PfHsp40-mediated yeast toxicity. hit rate 0.68% among 340,000. AID 504582. growth rescue, % at 12.5 µM. S. cerevisiae expressing PfHsp40, growth rescue, ATP luminescence; in the data active = growth rescue above about 28%, passing the limit was not always enough; inconclusive = no clear call, values can overlap the other calls;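 note: yeast W303a lacking pdr1 and pdr3 grown in galactose medium; growth measured after three days at 30 °C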
BoNT-A LC inh2: inhibitors of Botulinum neurotoxin A light chain protease; multiplex microsphere protease substrate cleavage, flow cytometry; inhibition, % at 10 µM; hit rate 0.17% among 360,000; AID 588499; note: plate controls were buffer without enzyme for full effect and enzyme alone for no effect
Vc quorum ag: induces V. cholerae light production without autoinducers; V. cholerae BH1578 lux reporter, luminescence, 6 h; activation, % at 18.7 µM; hit rate 0.16% among 350,000; in the data active = activation mostly above about 9.7%, no sharp cut-off; inconclusive = no clear call, values can overlap the other calls; inactive = mostly below about 3.7%; note: not every result past the cut was called active; inactives centre near 0; reference of the scale not given here
CCHF vOTU inh: CCHFV vOTU protease inhibition; inhibition, % at 11.5 µM; Pep-AMC fluorescence; hit rate 0.55% among 370,000; in the data active = inhibition above about 30%; note: 0% = vehicle wells with enzyme and 100% = no enzyme wells
Numbers without * were called inactive; i = inactive; ? = inconclusive; · = no result given; & = joins results of further samples. Cut-off read from the data, not from the text of the source, unless noted: active = inhibition above about 30%; inconclusive = no clear call, values can overlap the other calls; inactive = below that.

SMILES	DUSP3 inh	PriA SSB inh	TcdB GH inh	Y pestis TopoI	Anthrax LF inh2	3CLpro inhibitor	PfHsp40 rescue	BoNT-A LC inh2	Vc quorum ag	CCHF vOTU inh
Cc1ccc2nnnc(-c3ccccc3)c2c1	-17	-10	0.5	0	3	-4	-0.6	0.9	-0.2	-8
COc1ccccc1NC(=O)C(=O)N/N=C(\C)CC(=O)Nc1ccc(OCc2ccccc2)cc1	24	·	·	11	3	8	-1.4	-0.6	-1.0	3
Cc1nc(N2CCN(c3ccccn3)CC2)c2c(C)c(C(=O)Nc3ccc(F)c(Cl)c3)sc2n1	9	2	0.7	26	-1	6	11	0.4	-0.4	12
CC(=O)Nc1ccc(OCC(O)Cn2cnc3ccccc32)cc1 (stereo not given)	30	-1&-14	·	-4	-3	1	-0.7	0.6	i	-3
Cc1cc(NC(=O)CSc2nc3ccccc3n2CC(=O)N2CCCCC2)no1	-16	2	3.4	-7	0	-4	0.1	0.3	0.0	-21
CC1(C)Cc2ccccc2C(=NCC(=O)O)N1	13	-12	2.4	-2	-1	7	-0.9	-0.2	1.4	-13
C(=NN1CCCCCC1)c1ccc2ccccc2n1	·	6	-1.3	16	5	·	-0.8	0.9	i	3
CN(C)Cc1c[nH]c2nc[nH]c(=O)c12	·	-7	-1.1	-3	-1	·	-0.7	-0.4	i	-3
O=C(COC(=O)c1c(F)cccc1F)Nc1cccc(S(=O)(=O)N2CCCCC2)c1	·	·	1.7	18	-2	·	·	0.0	-0.5	-4
COc1ccccc1-c1nc(C#N)c(N2CCN(Cc3ccccc3)CC2)o1	-8	41*	·	31	-5	2	1.9	-0.4	0.7	-7
Cc1ccc(S(=O)(=O)NNC(=O)c2ccccc2-n2cccc2)cc1	-4	-3	3.1	9	2	-2	-1.0	-1.6	-0.4	-4
COc1ccc(N2CCN(C(=O)CCS(=O)(=O)c3ccc4c(c3)NC(=O)CO4)CC2)cc1	11	-1	1.1	-9	-3	-1	0.0	2.0	i	-4

The list goes on; the last four above are carried over.
SMILES	DUSP3 inh	PriA SSB inh	TcdB GH inh	Y pestis TopoI	Anthrax LF inh2	3CLpro inhibitor	PfHsp40 rescue	BoNT-A LC inh2	Vc quorum ag	CCHF vOTU inh
O=C(COC(=O)c1c(F)cccc1F)Nc1cccc(S(=O)(=O)N2CCCCC2)c1	·	·	1.7	18	-2	·	·	0.0	-0.5	-4
COc1ccccc1-c1nc(C#N)c(N2CCN(Cc3ccccc3)CC2)o1	-8	41*	·	31	-5	2	1.9	-0.4	0.7	-7
Cc1ccc(S(=O)(=O)NNC(=O)c2ccccc2-n2cccc2)cc1	-4	-3	3.1	9	2	-2	-1.0	-1.6	-0.4	-4
COc1ccc(N2CCN(C(=O)CCS(=O)(=O)c3ccc4c(c3)NC(=O)CO4)CC2)cc1	11	-1	1.1	-9	-3	-1	0.0	2.0	i	-4
COc1ccccc1NC(=O)CSc1nnc(-c2ccc(NC(C)=O)cc2)n1C	-8	-6	·	4	3	-8	-0.5	0.2	-0.7	10
CCOc1cc(C2CC(=O)NC3=C2C(=O)C(C(=O)OC)C(C)C3)cc(Cl)c1O (stereo not given)	-8	-5	·	0	0	2	0.4	-0.1	3.0	-9
Cc1ccc(S(=O)(=O)Nc2ccc3c(c2)C(=O)N([C@H](C)CO)C[C@H](C)[C@@H](CN(C)Cc2ccc(-c4ccccc4)cc2)O3)cc1	·	25	·	15	-14	·	-0.5	-1.3	i	·
CC(C)(C)CN1CCNC(=O)C1CC(=O)N1CCC(C(=O)N2CCOCC2)CC1 (stereo not given)	1	-5	-0.5	-4	9	-4	0.1	-0.8	0.9	-4
COc1ccc(OC(C)C(=O)N2CC(C)OC(C)C2)cc1 (stereo not given)	6	-15	0.2	6	3	0	-1.7	1.0	i	5
Cc1cc(Cl)n2c(nc3cc(F)c(F)cc32)c1C#N	34	-4	-1.1	2	-2	3	7.6	-0.1	-1.1	-26
COC(=O)c1ccc(-c2csc(NC(=O)c3c(C)noc3C)n2)cc1	·	-10	2.6	17	-1	·	4.6	2.8	-1.1	3
CCOc1cc(C(=O)Nc2nnc(C)s2)cc(OCC)c1OCC	-1	-6	-0.4	1	4	-4	-0.1	0.6	0.0	1
COc1ccc(-c2cc(C(=O)Nc3cc(C)nn3-c3ccccc3)no2)cc1	10	-19	·	4	-4	3	-0.5	0.0	-0.2	-14
O=[N+]([O-])c1ccc(C[n+]2cccc(O)c2)cc1	·	2	0.7	0	-4	·	-0.3	-1.2	-0.5	-4
CCCc1cc(=O)oc2cc(OCC(=O)N3CCC(C(N)=O)CC3)ccc12	0	-10	-1.6	-1	2	4	-0.4	-0.5	-0.6	-10
CCN1C(=O)[C@H]2[C@@H](c3ccc(C)cc3)N3C(=O)N(c4ccc(OC)cc4)C(=O)[C@@]3(CC)[C@H]2C1=O	·	2	·	-9	6	·	-0.5	-0.5	-1.4	-8
COCCNC(=O)C1(C)Cc2c(-c3cccc(NC(C)=O)c3)ccnc2O1 (stereo not given)	·	·	-1.2	-6	0	·	·	0.4	-1.6	11
C=CCn1c(-c2cnn(-c3ccccc3)c2N)n[nH]c1=S	31	-4	1.2	-3	1	-2	-0.1	-10	-0.7	-2
COCCn1cnc2c(c1=O)c1nc3ccccc3nc1n2/N=C/c1ccco1	41	i	5.6	2	0	3	2.0	-0.1	0.2	1
C=CCn1c(O)c2ccc(C(=O)N=NC(=O)COc3ccccc3F)cc2c1O	·	-9	1.4	-6	1	·	0.7	-2.7	-5.0	-8
COc1ccc(NS(=O)(=O)c2cc(NC(=O)C3CCCO3)ccc2N2CCCCC2)cc1 (stereo not given)	-9	-9	-0.3	0	-9	5	1.9	-0.3	-0.1	21
COc1cc(C(=O)NCCCNc2nc3c(C)cc(C)cc3cc2C#N)cc(OC)c1OC	14	-9	-1.9	22	0	4	-0.4	3.8	-1.5	-1
O=C(CCNc1cccc(C(F)(F)F)c1)c1ccco1	25	6	·	2	-8	6	0.2	-1.3	i	-2
COc1ccc(-n2nnnc2-c2cnc(N3CCCC3)nc2C(F)(F)F)cc1	26	-42	·	3	-1	7	0.1	-0.1	-6.7	6
O=C1c2ccccc2C(=O)N1CC(O)COc1ccc(Cl)cc1 (stereo not given)	24	-7	1.6	12	-10	1	1.1	-2.5	0.4	-16
O=C(Nc1ccc(Cl)cc1)c1ccc2nsnc2c1	8	-11	9.9	2	0	4	0.2	-1.0	-0.1	9
C[C@@H]1CCCCO[C@H](CN(C)Cc2ccc(Cl)c(Cl)c2)[C@H](C)CN([C@@H](C)CO)C(=O)c2cc(NC(=O)Nc3ccc(F)cc3)ccc2O1	·	·	1.8&1.1	3	2	·	·	-0.8	i	31*
O=C(NCCCN1CCCC1=O)C1CCN(S(=O)(=O)c2cccc(C(F)(F)F)c2)CC1	·	3	2.2	-4	5	·	-0.5	-0.4	i	0
CCC(C)C(=O)Nc1nc2c(s1)C(=O)CC(C)(C)C2 (stereo not given)	25	0	0.3	-4	-5	1	-0.7	-0.7	-0.2	3
O=C(Nc1cc(Cl)ccc1N1CCOCC1)c1ccc(=O)[nH]c1	·	-5	2.1	-3	-5	·	-0.4	-0.3	i	7
CSc1ccc(CN2CCC(C)(Oc3ccccc3)C2)cc1 (stereo not given)	·	·	-0.1	17	0	·	·	-0.6	-0.2	-1
Cc1c2ccncc2cc2c1[nH]c1ccccc12	·	-14	3.2	-34	-5	·	7.5	0.1	-5.6	0
COc1ccccc1NC(=O)Nc1nc(CC(=O)Nc2ccc(N(C)C)cc2)cs1	·	74*	-0.8	-11	-6	·	-0.9	-1.7	-1.4	2
O=C(NCc1ccccc1)c1ccc(-c2ccc(F)c(F)c2)c2ccoc12	·	·	1.3	-6	-4	·	·	-0.6	0.3	-1
NC(=O)CC(NC(=O)Cc1ccc(Cl)cc1)c1ccc(NCCOc2ccccc2)c([N+](=O)[O-])c1 (stereo not given)	13	0	2.8	11	3	-1	-0.5	0.2	i	3
COC(=O)CC1C(=O)NCCN1C(=O)c1ccc([N+](=O)[O-])cc1 (stereo not given)	26	-4	0.7	-4	1	7	-1.6	1.9	i	-9
Cc1ccc(C(=O)Nc2ccc(CN3CCCCC3)cc2)c(C)c1	4	4	0.6	-8	-3	1	0.9	-1.4	i	-5
Cn1c(Cn2c(=O)sc3ccccc32)nnc1SCC(=O)N1CCN(c2ccccc2)CC1	30	-4	0.0	14	-4	-2	-1.1	0.1	-0.2	-1
Cc1cc(/C=C2/NC(=O)N(Cc3ccccc3F)C2=O)c(C)n1C	32	18	0.6	-9	-2	-6	0.5	1.4	i	17
O=C(CCC(=O)c1ccc(Br)cc1)Nc1ccc(F)cc1	26	-4	0.3	4	2	-1	-1.0	1.9	-0.4	-18
CCCCCCCCCCCCN1C(=O)CSC1c1cccnc1 (stereo not given)	6	-9	2.0	20	-17	1	6.8	?	-0.6	8
COc1ccc2oc(C(=O)Nc3nc(C)cs3)c(C)c2c1	·	-7	0.5	12	-4	·	3.0	1.1	i	-2
COc1ccc(CCn2c(=N)c(C(=O)NCc3ccco3)cc3c(=O)n4cccc(C)c4nc32)cc1	14	8	·	18	1	-4	-0.4	1.9	i	-7
Cc1ccc(NC(=O)CSCC(=O)NNC(=O)c2ccoc2C)cc1	·	-4	0.1	3	-3	·	-0.2	0.1	-1.4	-3
C[C@H](NS(=O)(=O)c1ccc(Cl)cc1)C(=O)OCC(=O)NCCc1ccc(S(N)(=O)=O)cc1	·	-6	0.1	2	-3	·	-1.5	-0.1	i	15
Cn1cc(-c2coc3c(C(=O)NCc4cccc(Cl)c4)cccc23)cn1	·	·	-0.3	11	-5	·	·	0.6	i	11
COc1c(N)c2c(c([N+](=O)[O-])c1OC)C(=O)OC2	·	-9	-0.7	3	-4	·	1.0	0.2	1.6	-6
COC(=O)CSc1ncnc2c(C)csc12	24	-12	1.3	5	·	3	0.1	·	-0.4	-12
O=C(COc1cc2oc(=O)c3c(c2cc1Cl)CCC3)NCCCn1ccnc1	6	-2	-0.4	-1	0	-7	-1.7	-1.3	i	-2
CC(C)c1ccc(NC(=O)[C@H](Cc2c[nH]c3ccccc23)NC(=O)[C@@H]2Cc3ccccc3CN2)cc1	-12	8	1.8	-8	-6	-1	-1.3	0.1	-0.5	3
CCCN1CCC(=O)N([C@H](COc2ccccc2)c2ccccc2)CC1	55*	-4	0.6	7	-9	-1	0.1	0.0	i	6
O=C(O)C1=C[C@@H](c2csc3ccccc23)C[C@@H](OCc2ccc(CO)cc2)O1	18	-3	0.3&-0.2	-13	2	0	1.0	-0.2	i	15
Cc1[nH]n(C2=NCCS2)c(=O)c1N=Nc1ccccc1	12	1	-0.1	-5	0	-2	0.7	-0.9	-0.3	-5
CCc1cc2cc(C(=O)Nc3ccccc3F)sc2s1	27	-5	·	5	-1	-1	-0.9	1.1	i	1
Cc1cc(C(=O)NCc2cc(C)n(C)n2)sc1-c1ccccc1	-10	-17	·	20	-9	0	0.6	3.0	-1.8	-9
Fc1cc(Cl)ccc1NC1=NCCCCC1	10	1	0.6	4	-4	-2	-0.6	0.6	-15	3
COc1ccc(CCNc2oc(-c3ccccc3OC)nc2C#N)cc1OC	-4	21	·	9	-3	-2	0.5	-1.0	i	-43
COc1ccc(CCNC(=O)CN(Cc2ccc(Cl)cc2)S(C)(=O)=O)cc1	15	-21	0.7	-1	-8	7	1.7	0.8	-0.6	-18
CCOc1ccc(NCc2nnc(SCc3ccc(Cl)cc3)n2-c2ccccc2)cc1	1	35	·	28	-4	6	3.4	-0.8	-0.2	6
Cn1ncc(Cl)c1C(=O)N1CCN(c2ccccc2)CC1	-7	-9	-0.3	-9	2	0	-1.3	0.9	-7.7	-6
CC(=O)Nc1cccc(-c2nnc(-c3ccccc3)o2)c1	-1	-7	·	-10	-1	0	1.2	-0.4	i	-12

These rows are one share of the data, so the mix of outcomes need not match the whole.
